# Screening results (PubChem BioAssay)
# APJ antag – antagonists of human apelin receptor APJ, primary screen, CHO-K1 cells, beta-arrestin complementation, luminescence. P35414. inhibition, % at 20 µM. hit rate 0.32% among 330,000;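 active = inhibition above about 40% at 20 µM, limit read from the data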;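 also: cells challenged with 10 nM apelin-13 agonist together with compound; plate controls were apelin-13 plus DMSO wells for no effect and DMSO wells lacking apelin-13 for full effect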
# Target sequence (P35414 whole entry, looked up): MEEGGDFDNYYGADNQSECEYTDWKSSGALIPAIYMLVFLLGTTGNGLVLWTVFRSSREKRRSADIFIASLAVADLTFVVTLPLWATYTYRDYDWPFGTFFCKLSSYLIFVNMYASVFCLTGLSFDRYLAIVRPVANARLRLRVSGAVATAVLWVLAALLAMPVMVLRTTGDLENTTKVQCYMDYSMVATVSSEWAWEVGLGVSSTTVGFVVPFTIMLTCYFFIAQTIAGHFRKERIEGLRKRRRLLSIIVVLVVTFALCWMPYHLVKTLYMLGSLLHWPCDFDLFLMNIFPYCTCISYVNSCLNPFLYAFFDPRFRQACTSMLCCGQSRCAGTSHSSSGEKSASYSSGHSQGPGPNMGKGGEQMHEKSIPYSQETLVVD
# Mdm2 MdmX PPI – inhibitors of human Mdm2-MdmX association, primary screen, cell-based, luminescence, split luciferase, SaOS-2, uHTS; Protein Mdm4 (Homo sapiens) + E3 ubiquitin-protein ligase Mdm2 (Homo sapiens), …; SaOS-2 split-luciferase Mdm2/MdmX complementation; inhibition, % at 8 µM; hit rate 3% among 330,000;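 active = inhibition of at least 50% at 8 µM in the primary screen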
# tim10-1 inh – growth inhibitors of tim10-1 mutant yeast, primary screen, luminescence, uHTS | S. cerevisiae tim10-1 ts strain growth, BacTiter-Glo, 24 h | inhibition, % at 20 µM | hit rate 2.2% among 330,000;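 active = inhibition of at least 40%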;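 also: mutant grown at 25 °C; 0% = DMSO wells with yeast and 100% = wells holding no yeast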
# tim23-1 inh – growth inhibitors of tim23-1 mutant yeast, primary screen, luminescence, uHTS; S. cerevisiae tim23-1 growth, BacTiter-Glo luminescence, 24 h; hit rate 1.3% among 330,000; inhibition, % at 20 µM; AID 463212, 2010;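 active = growth inhibition of the mutant yeast at or above 50%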;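 also: temperature-sensitive mutant grown at 25 °C; plate controls were DMSO-treated mutant yeast for no effect and medium wells lacking yeast for full effect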
# UPR XBP1 act – activators of adaptive XBP1 UPR arm, primary screen, cell-based, CHO-XBP1 luciferase reporter, luminescence, uHTS | AID 463104, 2010 | hit rate 0.33% among 330,000 | activation, % at 20 µM | IRE1-XBP1 UPR activation; percent of tunicamycin response, DMSO as zero;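 active = versus positive control, 20 µM dose yields 30% or more activation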;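 also: 100% = tunicamycin at 10 µg/mL and 0% = DMSO only wells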
#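 Material: IRE1-XBP1 luciferase reporter CHO line / Quantity: one thousand reporter cells per well / Buffer or medium: F12 with 10% serum / Compound: 20 µM single concentration, DMSO 1% / Times: 6 h treatment, 37 °C / Detection: Steady-Glo luciferase glow luminescence, 10 min after reagent addition / Benchmarks: tunicamycin high, DMSO low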
# CXCR6 inh – CXCR6 receptor inhibitors, primary screen, cell-based, beta-arrestin, luminescence, CHO-K1 PathHunter, 1536-well; hit rate 0.36% among 360,000; inhibition, % at 20 µM; AID 602244, 2012; in the data active = inhibition above about 34%, passing the limit was not always enough;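 also: antagonist mode with CXCL16 agonist at 10 nM final; 0% = 10 nM CXCL16 with DMSO and 100% = unstimulated wells without agonist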
# Target sequence (O00574 whole entry, looked up): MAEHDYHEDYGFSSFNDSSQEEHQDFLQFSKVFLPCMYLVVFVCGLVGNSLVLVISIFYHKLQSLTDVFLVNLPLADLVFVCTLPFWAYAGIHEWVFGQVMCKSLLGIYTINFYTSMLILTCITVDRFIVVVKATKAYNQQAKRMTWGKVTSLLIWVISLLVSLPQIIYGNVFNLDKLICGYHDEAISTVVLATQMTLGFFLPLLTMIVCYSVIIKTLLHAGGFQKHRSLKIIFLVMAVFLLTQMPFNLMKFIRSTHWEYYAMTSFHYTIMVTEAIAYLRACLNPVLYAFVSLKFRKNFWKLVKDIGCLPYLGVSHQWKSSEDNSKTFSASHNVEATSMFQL
# TIM10 inh – growth inhibitors of isogenic TIM10 control yeast, primary screen, counter-screen for tim10-1 yeast inhibitor project, luminescence, uHTS; hit rate 1.4% among 330,000; S. cerevisiae TIM10 strain growth, BacTiter-Glo luminescence, 24 h; inhibition, % at 10 µM; AID 463195, 2010;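 active = inhibition of 40% or more at the single tested concentration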;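 also: wild-type TIM10 isogenic control strain grown at permissive 25 °C; 0% = DMSO yeast wells and 100% = minimal medium wells without yeast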
# APJ ag – agonists of human apelin receptor APJ, primary screen, CHO-K1 cells, PathHunter beta-arrestin, luminescence; P35414; 0% DMSO wells, 100% apelin; activation, % at 20 µM; hit rate 0.11% among 330,000; AID 2520, 2010;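 active = activation more than six SD over the plate average, tested at 20 µM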;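 also: 0% = DMSO alone and 100% = apelin-13 at 10 nM; some results filed as inactive read as strong as hits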
#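 Assay system: CHO-K1 APJ beta-arrestin complementation cell line / Compound: single test compound dose, 20 µM final, 1% DMSO / Times: overnight seeding, 90 min compound at 25 °C, 1 h detection / Technique: beta-gal luminescence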
# UPR CHOP act – activators of apoptotic CHOP UPR arm, primary screen, cell-based, CHO-CHOP luciferase reporter, luminescence, uHTS | UPR activation; percent of tunicamycin response over DMSO baseline | activation, % at 10 µM | hit rate 0.34% among 330,000 | AID 449763, 2010;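 active = at 10 µM dose, activation of 40% or more, normalized to positive control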;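 also: 100% = tunicamycin at 10 µg/mL and 0% = DMSO alone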
#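 Assay system: CHO cells with stable CHOP pathway luciferase reporter; Buffer or medium: F12 plus 10% serum; Times: 16-18 h cell attachment, then 6 h compound exposure, 37 °C; Signal: luciferase luminescence; Read-out basis: percent activation relative to tunicamycin control; Control set: tunicamycin high control, DMSO low control.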
# Starred values were filed as active, the others as inactive; nt = not tested or not shown.
SMILES,APJ antag,Mdm2 MdmX PPI,tim10-1 inh,tim23-1 inh,UPR XBP1 act,CXCR6 inh,TIM10 inh,APJ ag,UPR CHOP act
Cc1cc(C)c(C(=O)COC(=O)c2ccc(NC(=O)CC#N)cc2)cc1C,3,-3,9,25,0,-13,11,-3,-0.4
CSCC[C@H](NC(=O)CCn1nnc2ccccc2c1=O)C(=O)O,-9,-19,-1,18,-1,0,1,-3,-0.1
S=c1[nH]c(-c2ccc(Br)cc2)cn1CCc1ccccc1,-5,14,14,-12,-3,-7,-2,-1,-1.3
CC1=NCCN1S(=O)(=O)c1cccc([N+](=O)[O-])c1,-34,9,5,2,-3,-12,9,-1,1.5
CCOC(=O)N1CCN(c2nc3ccccn3c(=O)c2C=O)CC1,13,13,18,-2,-1,7,-7,0,0.7
COc1cccc(NC(=O)CSc2nc3c(oc4ccccc43)c(=O)[nH]2)c1,3,20,-10,-23,-3,4,-3,-3,1.9
CCn1cc(C(=O)OCC(=O)OC2CC(C)CCC2C(C)C)c(=O)c2ccc(C)nc21 (stereo not drawn),10,2,29,27,1,11,31,-3,-0.2
CN1CC(=O)Nc2ccc([N+](=O)[O-])cc2C1=O,9,19,3,3,-5,-9,3,0,2.2
O=C(COC(=O)c1ccc(Cl)c(S(=O)(=O)N2CCOCC2)c1)NCc1ccco1,12,14,1,13,0,2,1,5,-0.2
O=C(c1ccncc1)N1CCN(S(=O)(=O)c2ccc(OC(F)(F)F)cc2)CC1,9,-5,1,-8,0,-8,-4,-1,-1.9
Cc1cc(C(=O)N2CCCCCC2)cs1,-14,-26,-17,-2,0,-4,-13,-3,2.0
Cc1cc(NC(=O)CSc2ncccn2)no1,4,-1,-5,5,-4,5,-16,-3,-2.7
COc1ccc(-n2c(SCC(=O)C(C)(C)C)nc3ccsc3c2=O)cc1,-4,6,18,13,-2,4,-3,-2,-1.9
CC1CC(=O)c2cnc(N)nc2C1 (stereo not drawn),-13,-4,6,9,-3,-6,5,1,-0.7
O=C(CCCOc1ccccc1)Nc1ccncc1,2,3,-27,-51,5,-3,-19,-2,1.8
Cc1nc(NC(=O)COC(=O)CNC(=O)c2ccco2)c(Cl)cc1Cl,-2,-4,-12,-5,0,-4,-32,-2,3.7
CCOC(=O)N1CCN(C(=O)CS(=O)(=O)c2cn(Cc3ccc(F)cc3)c3ccccc23)CC1,11,-8,12,10,0,1,6,0,-0.5
CCc1cc(C(=O)OC)c(NC(=O)c2ccoc2C)s1,0,17,2,4,-2,2,-19,-5,0.2
COCCNC(=O)C(c1ccc(C)o1)N(Cc1ccco1)C(=O)c1snc(C(N)=O)c1N (stereo not drawn),-1,-25,18,4,2,-12,-6,-1,0.3
CCOc1cc(S(=O)(=O)NCCCN2CCOCC2)c(C)cc1C,12,17,2,6,-3,-4,0,-3,0.8
COc1cccc(C(=O)N(c2ccc(OC)cc2OC)C2C=CS(=O)(=O)C2)c1 (stereo not drawn),-5,18,4,-6,-6,-3,1,-3,-1.2
COc1ccc(Cc2noc(-c3ccc([N+](=O)[O-])cc3)n2)cc1OC,-59,-5,33,29,-2,-17,11,9,-0.5
O=S(=O)(c1ccc(Cl)cc1)N1CCNCC1,-3,2,-7,-2,-1,-14,6,-3,-0.2
Cc1cc(C)n(-c2nnc(C)n2N)n1,0,4,1,1,-2,4,-16,-3,1.9
O=C(Nc1ccc(F)cc1)Nc1nnc(COc2ccccc2F)s1,-11,91*,23,20,-3,1,12,4,4.3
Cn1nnnc1Sc1ncnc2scc(-c3ccc(C#N)cc3)c12,-3,87*,11,24,-4,13,23,-4,5.6
CCCNC(=O)C(Cc1ccc(OC)cc1)NC(=O)c1ccc(Cl)cc1 (stereo not drawn),1,-9,-2,16,-5,3,0,-4,1.2
COc1ccc(N2CCOCC2)c(NC(=O)c2ccc3c(c2)OCO3)c1,51*,8,10,25,-3,1,6,-1,0.8
Cc1ccc(N2CC(C(=O)N3CCC(C(=O)NCCCOC(C)C)CC3)CC2=O)cc1 (stereo not drawn),2,7,4,-4,3,-8,-7,1,0.6
Cc1cccc(OC(=O)c2sc3ncn(C)c(=O)c3c2C)c1,-25,-57,25,16,-2,0,18,-1,2.8
CS(=O)(=O)N(Cc1ccccc1Cl)c1ccc(C(=O)NCc2ccccn2)cc1,-5,-6,12,18,0,-2,11,0,0.6
NC(=O)CSc1nnc(NC(=O)c2cccc(S(=O)(=O)N3CCCCC3)c2)s1,28,31,3,12,-2,-2,-14,-3,-1.7
CCOC(=O)c1ccc(S(=O)(=O)NNc2ccc(C(F)(F)F)cn2)cc1,5,-1,0,4,2,-1,0,-3,-1.2
C=CCC(Nc1ccccc1)c1ccc(OC)c(OC)c1 (stereo not drawn),14,15,-7,-6,0,nt,11,-4,0.9
Cc1cc(C)nc(/N=C(\N)Nc2ccc(OCc3ccccc3)cc2)n1,4,54*,-21,-33,12,8,4,6,3.0
Cc1cccc2cc(/C=N/NC(=O)CN3CCCCC3)c(Cl)nc12,19,-5,4,-13,-1,nt,-4,0,0.0

# Some of the entries above, set out differently:
mol	APJ antag	Mdm2 MdmX PPI	tim10-1 inh	tim23-1 inh	UPR XBP1 act	CXCR6 inh	TIM10 inh	APJ ag	UPR CHOP act
COc1cccc(C(=O)N(c2ccc(OC)cc2OC)C2C=CS(=O)(=O)C2)c1 (stereo not drawn)	-5	18	4	-6	-6	-3	1	-3	-1.2
COc1ccc(Cc2noc(-c3ccc([N+](=O)[O-])cc3)n2)cc1OC	-59	-5	33	29	-2	-17	11	9	-0.5
O=S(=O)(c1ccc(Cl)cc1)N1CCNCC1	-3	2	-7	-2	-1	-14	6	-3	-0.2
Cc1cc(C)n(-c2nnc(C)n2N)n1	0	4	1	1	-2	4	-16	-3	1.9
O=C(Nc1ccc(F)cc1)Nc1nnc(COc2ccccc2F)s1	-11	91*	23	20	-3	1	12	4	4.3
Cn1nnnc1Sc1ncnc2scc(-c3ccc(C#N)cc3)c12	-3	87*	11	24	-4	13	23	-4	5.6
CCCNC(=O)C(Cc1ccc(OC)cc1)NC(=O)c1ccc(Cl)cc1 (stereo not drawn)	1	-9	-2	16	-5	3	0	-4	1.2
COc1ccc(N2CCOCC2)c(NC(=O)c2ccc3c(c2)OCO3)c1	51*	8	10	25	-3	1	6	-1	0.8
Cc1ccc(N2CC(C(=O)N3CCC(C(=O)NCCCOC(C)C)CC3)CC2=O)cc1 (stereo not drawn)	2	7	4	-4	3	-8	-7	1	0.6
Cc1cccc(OC(=O)c2sc3ncn(C)c(=O)c3c2C)c1	-25	-57	25	16	-2	0	18	-1	2.8
CS(=O)(=O)N(Cc1ccccc1Cl)c1ccc(C(=O)NCc2ccccn2)cc1	-5	-6	12	18	0	-2	11	0	0.6
NC(=O)CSc1nnc(NC(=O)c2cccc(S(=O)(=O)N3CCCCC3)c2)s1	28	31	3	12	-2	-2	-14	-3	-1.7
CCOC(=O)c1ccc(S(=O)(=O)NNc2ccc(C(F)(F)F)cn2)cc1	5	-1	0	4	2	-1	0	-3	-1.2
C=CCC(Nc1ccccc1)c1ccc(OC)c(OC)c1 (stereo not drawn)	14	15	-7	-6	0	nt	11	-4	0.9

# More structures follow:
SMILES,APJ antag,Mdm2 MdmX PPI,tim10-1 inh,tim23-1 inh,UPR XBP1 act,CXCR6 inh,TIM10 inh,APJ ag,UPR CHOP act
Cc1ccccc1C(=O)NNC(=O)C1CCN(c2ncccn2)CC1,4,1,-21,4,-2,4,-16,-3,0.0
Cc1cc2c(c(/C=C/C(=O)c3ccccc3)c1)OC1(C=C2)Oc2ccccc2C(=O)N1C (stereo not drawn),17,91*,32,19,5,3,28,-3,22
Cc1ccc(-n2c(CCc3ccccc3)n[nH]c2=S)cc1C,1,-17,17,27,-4,9,10,-1,1.0
O=C(CSc1nnc(-c2ccccn2)n1Cc1ccccc1)N1CCOCC1,8,13,6,11,-4,-3,20,-2,0.8
CSc1nsc(SC)c1NC(=O)N1CCCC1,10,12,14,-1,-1,-5,-10,-3,-2.5
Cc1ccc(NC(=O)CSCC(N)=O)cc1C,-1,12,17,18,0,-9,12,-2,-0.6
O=C(CN1C(=O)COc2ccc(S(=O)(=O)N3CCCCC3)cc21)NCc1ccc(Cl)cc1,9,35,20,14,-5,6,9,-5,-0.3
CN(C)CCNc1nc2sc3c(c2c(=O)n1-c1ccccc1)CCCCC3,-8,10,-7,1,1,7,4,-3,0.9
O=C(Cc1ccc(S(=O)(=O)N2CCOCC2)s1)NCCC(c1ccccc1)c1ccccc1,-7,-19,12,7,-1,4,2,-1,-1.2
COc1nnc(-c2ccc(N3CCOCC3)c(NC(=O)C3CCCCC3)c2)c2ccccc12,8,16,35,33,1,7,41*,1,1.1
CCOC(=O)C1(Cc2ccccc2Cl)CCN(C(=O)c2cnccn2)CC1,-6,-53,21,8,1,11,-12,-3,3.7
CCc1nnc2n1N=C(c1ccc(Cl)cc1)CS2,12,21,23,13,-6,-6,3,-3,-0.5
CC(=O)Nc1ccc(S(=O)(=O)NCCC(=O)OCC(=O)N2CCN(C(=O)c3ccco3)CC2)cc1,-7,-10,-24,-4,-3,5,-5,-6,-0.3
Cc1c(NC(=O)c2ccc3c(c2)OCO3)cccc1-c1nc2ccccc2s1,15,18,2,1,-1,-5,-2,-2,1.0
COCc1c(Br)c(C)nc(OCC(=O)O)c1C#N,11,32,11,6,1,-1,-7,1,-0.5
Cc1nonc1NC(=O)CSc1nnc(-c2ccoc2C)n1CC(C)C,4,-21,18,9,-3,-4,4,5,-1.3
CCN(CCNC(=O)CC1Oc2ccccc2NC1=O)c1ccccc1 (stereo not drawn),15,-9,0,8,-2,-6,7,-1,-2.2
CCn1nnnc1SCC(=O)N1CCc2ccccc21,7,6,2,4,-3,5,-12,5,2.5
Cc1ccc(N2C(=O)S/C(=C/c3cn(C)c4ccccc34)C2=O)cc1,9,-25,29,27,2,13,13,-3,4.4
Cc1ccc2[nH]c3c(c2c1)CN(C(=O)CN1c2ccc(F)cc2CCC1C)CC3 (stereo not drawn),-8,23,43*,41,-1,3,29,3,1.7
Cc1ccc(-c2n[nH]c(=O)c3ccccc23)cc1S(=O)(=O)NCC1CCCO1 (stereo not drawn),8,17,7,17,-3,9,3,-2,0.0

# Some of the compounds tested, so the mix of outcomes need not match the whole.
